From PubChem
MEKK3 PB1 HTS = raises or lowers MEK5 binding to the human MEKK3 PB1 domain; binding response (% of control), % at 10 µM; AID 1529; 1.4% of 290,000 active; Q99759; bead-based flow cytometry, Alexa488-MEK5 binding to MEKK3; actives lie on both sides; 0 = blocked by unlabeled MEK5, 100 = vehicle;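 active = binding response more than 3 SD above or below the average of its plate-row segment, actives on both sides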;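 note: Alexa488 bead fluorescence after subtracting the streptavidin-only scavenger bead signal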
M18AAP inhibitor = PfM18AAP enzyme inhibition; inhibition, % at 7.35 µM; recombinant PfM18AAP, H-Glu-NHMec fluorogenic cleavage; 1.2% of 290,000 active; AID 1822;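 active = inhibition above the campaign mean inhibition over all tested compounds plus 3 SD, cut at about 28% in these data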;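 note: 0% = plate median of test compound wells and 100% = 2 mM ZnCl2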
MEKK2 WT-MEK5 = raises or lowers MEK5 binding to wildtype human MEKK2 PB1 domain | Q9Y2U5 | bead flow cytometry, Alexa488-MEK5 binding to MEKK2 WT; actives lie on both sides | binding response (% of control), % at 10 µM | 1.1% of 290,000 active | AID 1531; in the data active = binding response below about 67% or above about 130%
IDE cell inh = inhibitors of human insulin-degrading enzyme in cells. inhibition, % at 5.59 µM. HEK cells, FAbetaB cleavage, fluorescence polarization. 0.41% of 320,000 active;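 active = percent inhibition above the average of all tested compounds plus 3 SD, set per screening campaign, cut at about 16% in these data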;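 note: IDE supplied by intact live HEK cells; FP after avidin binding of uncleaved biotin substrate so inhibition keeps polarization high; 0% = DMSO wells and 100% = 60 µM reference IDE inhibitor Ii1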
NALP1 inh = NALP1 inhibition; S. cerevisiae NALP1/ASC/caspase-1 growth, X-gal OD620, 72 h; inhibition, % at 10 µM; 0.61% of 280,000 active; AID 2071; in the data active = inhibition mostly above about 24%, no sharp cut-off; inactive = mostly below about 32%; note: some compounds called inactive have numbers as strong as hits
pCIP destab = p/CIP protein destabilization; 0.01% of 290,000 active; decrease of EGFP signal, % at 10 µM; F442A p/CIP-EGFP cells, EGFP fluorescence, 16 h;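 active = EGFP signal decrease of at least 30% at 10 µM or well 3 SD below plate mean, unless failing retest; inactive = the rest, including hits failing retest or dose response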; note: some compounds called inactive have numbers as strong as hits; many of its hits are not listed in these tables
UBC9 SUMO inh = SUMOylation inhibition; AID 2006; inhibition, % at 35 µM; HTRF SUMOylation assay, SAE1/SAE2 + UBC9, in vitro; P63279; 0.36% of 290,000 active; in the data active = inhibition above about 50%, passing the limit was not always enough; note: strong numbers were not always called active
IDE act = activators of human insulin-degrading enzyme in cells; P14735; HEK cells, FAbeta-B cleavage, fluorescence polarization; 0% vehicle, 100% cell-free pure enzyme wells; activation, % at 5.96 µM; 0.073% of 340,000 active; AID 493087;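 active = activation above the mean of all tested compounds plus 3 SD, set per screening campaign, cut at about 17% in these data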
MEKK2mut PB1 HTS = signal of MEK5 binding to mutant human MEKK2 PB1 domain. percent response, % at 10 µM. 0.35% of 290,000 active. bead flow cytometry, Alexa488-MEK5 binding to MEKK2 mutant; in the data active = percent response above about 24%, passing the limit was not always enough; note: inactives centre near 1; some results filed as inactive read as strong as hits; reference of the scale not given here
Numbers without * were called inactive; . = not tested or not shown; [ ] = remark or other dose.

SMILES	MEKK3 PB1 HTS	M18AAP inhibitor	MEKK2 WT-MEK5	IDE cell inh	NALP1 inh	pCIP destab	UBC9 SUMO inh	IDE act	MEKK2mut PB1 HTS
Cc1cccc(NC(=O)COC(=O)c2cccs2)c1C	100	0	103	1	32	-4	-9	4	2
COc1ccc(/C=C(\NC(=O)c2ccccc2)C(=O)NCC2CCCO2)cc1 (stereo not drawn)	101	-13	101	0	21	-15	7	4	-1
Cc1nnc(Sc2cc(C(=O)NC3CC3)c3ccccc3n2)s1	98	-2	99	3	.	-5	17	2	-1
COc1ccc(OC)c(Nc2c3c(nc4ccccc24)CCC3)c1	103	-9	107	3	39	-3	6	4	-1
Cc1sc2ncnc(NC(C)C(=O)O)c2c1C (stereo not drawn)	100	1	90	1	9	-22	8	1	-13
COCCN(C(=O)COC(=O)CCC(=O)c1ccc(C)cc1)c1c(N)n(Cc2ccccc2)c(=O)[nH]c1=O	99	4	103	-4	17	-22	0	9	2
O=C(CSc1ccccn1)Nc1ccc2c(c1)oc1ccccc12	101	-11	100	1	42	3	-19	-2	0
Cc1ccc2oc(C(=O)N(C)Cc3cnccn3)c(C)c2c1	96	-2	94	-2	12	0	13	1	1
CCOc1ccc2ccccc2c1CNCCN1CCOCC1	108	-4	110	0	4	-8	3	1	6
OCCn1c(-c2ccc3c(c2)OCO3)csc1=Nc1ccccc1	94	37*	88	-1	.	-12	10	-2	-2
CCOC(=O)C(NC(=O)c1cccc(Cl)c1)(Nc1sc2c(c1C(N)=O)CCC2)C(F)(F)F (stereo not drawn)	114	7	99	0	17	-2	9	-2	0
O=C1CCC(C(=O)N2CCN(c3cnccn3)CC2)CN1CCc1cccc(F)c1 (stereo not drawn)	100	2	101	-2	14	2	20	-2	-2

Ordered by formula weight (ascending): six of the compounds above.
SMILES	MEKK3 PB1 HTS	M18AAP inhibitor	MEKK2 WT-MEK5	IDE cell inh	NALP1 inh	pCIP destab	UBC9 SUMO inh	IDE act	MEKK2mut PB1 HTS
Cc1sc2ncnc(NC(C)C(=O)O)c2c1C (stereo not drawn)	100	1	90	1	9	-22	8	1	-13
COc1ccc(OC)c(Nc2c3c(nc4ccccc24)CCC3)c1	103	-9	107	3	39	-3	6	4	-1
COc1ccc(/C=C(\NC(=O)c2ccccc2)C(=O)NCC2CCCO2)cc1 (stereo not drawn)	101	-13	101	0	21	-15	7	4	-1
O=C1CCC(C(=O)N2CCN(c3cnccn3)CC2)CN1CCc1cccc(F)c1 (stereo not drawn)	100	2	101	-2	14	2	20	-2	-2
CCOC(=O)C(NC(=O)c1cccc(Cl)c1)(Nc1sc2c(c1C(N)=O)CCC2)C(F)(F)F (stereo not drawn)	114	7	99	0	17	-2	9	-2	0
COCCN(C(=O)COC(=O)CCC(=O)c1ccc(C)cc1)c1c(N)n(Cc2ccccc2)c(=O)[nH]c1=O	99	4	103	-4	17	-22	0	9	2

Next compounds.
SMILES	MEKK3 PB1 HTS	M18AAP inhibitor	MEKK2 WT-MEK5	IDE cell inh	NALP1 inh	pCIP destab	UBC9 SUMO inh	IDE act	MEKK2mut PB1 HTS
CCCc1cc(=O)oc2cc(C)cc(OCC(=O)NCCCN3CCOCC3)c12	101	-2	103	2	32	0	28	1	2
C/C=C/C(=O)Nc1nnc(C(C)C)s1	104	2	98	3	8	5	17	1	18
COc1ccc(S(=O)(=O)N(Cc2ccccc2)c2ccccc2C(=O)Nc2ccccc2C(=O)NCc2ccco2)cc1	93	0	95	3	15	12	4	6	-2
CCOc1ccc2nc(SCC(=O)N3c4ccccc4Sc4ccccc43)sc2c1	109	0	95	2	22	-15	17	1	-1
CN(C)C(CNS(=O)(=O)c1ccc(Cl)cc1)c1cccnc1 (stereo not drawn)	103	-15	111	0	26	-2	4	-1	10
CCCCn1c(-c2ccncc2)nc2c1c(=O)[nH]c(=O)n2CC(C)C	97	2	96	1	4	-6	0	2	3
CCC(C)NC(=O)C1CCN(c2nc(OC)nc(OC)n2)CC1 (stereo not drawn)	0.0*[inhibitor]	7	-1.0*[inhibitor]	-10	6	4	1	3	-4
N#C/C(=C(/O)CSc1nnc(Cc2cccs2)n1C1CCCCC1)c1nc2ccccc2[nH]1	106	-7	109	1	-12	-9	9	5	8
CCCSc1ccc2nc(-c3ccccc3)cn2c1	102	-8	98	14	68	4	-17	-5	3
CCOc1ccc(CCN2C(=O)CCC2(C)C(=O)NC(C)CC)cc1OCC (stereo not drawn)	83	-11	88	3	0	7	17	-6	-8
O=C(NCc1cc(C(F)(F)F)cc(C(F)(F)F)c1)C1CC(c2ccccc2F)=NO1 (stereo not drawn)	107	.	101	3	.	.	.	5	3
CCOC(=O)c1sc(NC(=O)CCN2CCN(CC)CC2)c(C(=O)OCC)c1C	97	-1	115	0	10	5	-16	1	5
CC1=NN(c2nc3ccccc3[nH]2)C(=O)/C1=C/N(C)C	98	5	84	8	-4	-16	-9	0	-8
CCCNC(=O)c1cc2ccccc2c(=O)o1	97	-1	94	-3	28	-13	11	1	-2
O=C(Nc1cccnc1)c1ccc(Cl)c(Cl)c1	106	-7	106	-4	10	-4	12	-3	5
c1ccc(CNc2cncnc2)cc1	108	0	110	2	13	-6	-1	-1	4
Cc1ccc2[nH]c(CCN(C)C)c(CC#N)c2c1	110	-16	119	-1	12	2	-4	0	7
CCOC(=O)c1c(OCCO)nn(-c2ccc(Cl)cc2)c1N	109	6	105	8	-10	-12	0	-9	1
Cc1ccc(-c2cn(S(=O)(=O)c3cccc4nsnc34)nc2N)cc1	115	-6	109	2	9	-2	23	5	9
COc1ccc(NC(=O)N2CCCC2C(=O)Nc2ccc(C)cc2)cc1 (stereo not drawn)	89	-2	94	5	12	-9	23	1	-2
COC(=O)C1C(=O)/C(=C(/C)N2CCCC2)C(=O)CC1(C)C (stereo not drawn)	102	-3	104	3	0	-12	-2	4	1
Cc1ccc(C)c(Cn2nnc3c(=O)[nH]c(C4CCN(S(=O)(=O)c5ccc(S(=O)(=O)NC6CC6)cc5)CC4)nc32)c1	98	-5	86	-1	9	-9	-9	4	-5
N#Cc1ccc(C2N=C(c3ccccc3)NO2)cc1 (stereo not drawn)	97	22	92	4	-3	-12	0	1	-3
O=C(CNC1CCCCCC1)c1cccs1	107	9	100	2	.	-14	1	0	-1
O=C(NNc1c(Cl)cccc1Cl)c1cccs1	97	9	98	-8	7	-11	-7	1	1
O=C(c1cc2ccccc2oc1=O)N(Cc1cccs1)Cc1ccccc1Cl	112	-3	100	0	6	-4	13	2	2
COc1ccc(CCNC(=O)CCCCCNC(=O)N2CCn3c2nc2ccccc23)cc1OC	101	-6	98	-2	5	-30	15	1	0
Cc1c(C(=O)N2CCN(C)CC2)oc2ccc(Br)cc12	102	-7	104	-1	14	4	10	7	1
CCCc1nc2ccccc2c(=O)n1CC(=O)c1ccc(OC)cc1	100	-2	96	7	16	-13	15	2	-4
Cc1cc(C)n(-c2nc(N(C)C)nc(N(C)C)n2)n1	113	0	107	-5	11	-2	-5	7	9
Cc1[nH]c2ccccc2c1CCNC(=O)c1c(N)no[n+]1[O-]	82	5	94	-2	16	14	-4	-6	-2
COc1ccc(OC)c(NC(=O)C(CC(C)C)NC(=O)C2CCCCC2)c1 (stereo not drawn)	89	-12	84	0	.	-6	0	4	-8
O=C(Nc1ccccc1)Nc1ccc(Oc2ncnc3cc(Cl)ccc23)nc1	93	-7	94	10	.	0	9	.	-17
Cc1ccc(NC(=O)c2sccc2-n2cccc2)c(C)c1	95	8	92	0	0	2	4	5	-2
CC(=O)N(Cc1ccco1)Cc1cc2cccc(C)c2n2nnnc12	104	-2	104	2	17	3	-12	.	-4
O=C(CSc1nnc(-c2cccnc2)o1)Nc1cccc(Cl)c1	104	0	107	1	0	-17	-6	-5	1

Some of these compounds in order of the M18AAP inhibitor value, lowest first.
SMILES	MEKK3 PB1 HTS	M18AAP inhibitor	MEKK2 WT-MEK5	IDE cell inh	NALP1 inh	pCIP destab	UBC9 SUMO inh	IDE act	MEKK2mut PB1 HTS
Cc1c(C(=O)N2CCN(C)CC2)oc2ccc(Br)cc12	102	-7	104	-1	14	4	10	7	1
COc1ccc(CCNC(=O)CCCCCNC(=O)N2CCn3c2nc2ccccc23)cc1OC	101	-6	98	-2	5	-30	15	1	0
CCCc1nc2ccccc2c(=O)n1CC(=O)c1ccc(OC)cc1	100	-2	96	7	16	-13	15	2	-4
Cc1cc(C)n(-c2nc(N(C)C)nc(N(C)C)n2)n1	113	0	107	-5	11	-2	-5	7	9
Cc1ccc(NC(=O)c2sccc2-n2cccc2)c(C)c1	95	8	92	0	0	2	4	5	-2

Next part.
SMILES	MEKK3 PB1 HTS	M18AAP inhibitor	MEKK2 WT-MEK5	IDE cell inh	NALP1 inh	pCIP destab	UBC9 SUMO inh	IDE act	MEKK2mut PB1 HTS
COc1ccc(OC)c(NC(=O)c2ccc3c(c2)CCN3S(C)(=O)=O)c1	106	2	112	-4	0	-8	-6	2	12
N#Cc1ccc(COC(=O)c2ccc(N3CCCC3)c([N+](=O)[O-])c2)cc1	97	0	93	1	22	-7	6	4	5
O=C(Cn1c(NCCO)nc2ccccc21)c1ccc(F)cc1	109	-5	109	-1	-3	-6	16	3	6
Cc1ccc(NC(=O)CSc2nnc(-c3cccnc3)n2CCN2CCCCC2)cc1	98	-5	98	1	16	3	-3	-1	1
O=C(NCCc1ccccc1)N1CCCC(CNS(=O)(=O)Cc2ccccc2)C1 (stereo not drawn)	101	-3	104	-3	-8	7	-10	1	0
COc1ccc(CNC(N)=O)cc1OC	88	9	97	5	2	-13	16	3	-8
Nc1cc(S(=O)(=O)Nc2ccc(Br)cc2)ccc1Cl	91	1	93	-2	-6	5	6	2	-8
Cc1ccc(Cn2c(=O)n(Cc3ccco3)c(=O)c3ccccc32)cc1	100	8	99	1	-43	-7	3	-2	12
COc1nc(NCCC2=CCCCC2)nc(OC)n1	124*	4	107	-1	22	-4	18	0	4
Cc1cccc(N2CCN(C(=O)c3ccncc3)CC2)c1C	100	7	103	7	-10	3	-4	4	1
CCN1/C(=C/c2ccc3ccc(C)cc3[n+]2CC)Sc2ccccc21	95	-3	74	32*	87*	-372	6	.	-4
CC1CCCN(C(=O)c2ccc(COc3ccccc3Br)cc2)C1 (stereo not drawn)	98	-2	96	0	0	-8	3	-1	-4
CC(C(=O)N(C)C1CCS(=O)(=O)C1)N1C(=O)/C(=C/c2cccs2)SC1=S (stereo not drawn)	101	3	102	3	8	6	5	3	7
Cc1ccc[n+](CC(=O)Nc2cc(C(F)(F)F)ccc2Cl)c1	91	5	95	2	24	-2	-8	-7	-4
Cc1ccc(OCCn2cc(/C=C(\C#N)C(=O)NCC3CCCO3)c3ccccc32)cc1 (stereo not drawn)	101	4	98	5	24	4	-14	2	1

Only part of the results is shown (hit frequency here may not be typical).
